Assay outcomes (PubChem)
ATXN viability = reduces viability in counter-screen for ATXN expression inhibitors | Potency, µM (top dose mostly 56.7 µM), most hits filed as cytotoxic | AID 651635 | 400,000 tested, 0.49% active | S2 cells (HEK-293 line with an ATXN2-luciferase reporter) viability, CellTiter-Fluor protease fluorescence, 24 h; further: nearly all actives have a fitted effect of over 40% in size
HepG2 tox = kills HepG2 cells in TGF-b inhibitor counter-screen | HepG2 CAGA-GFP viability, ATP luminescence, 18 h | Potency, µM (titrated, usually from 46.1 µM), for inactives: top-dose activity change, negative = cytotoxicity, hits mostly cytotoxic | 410,000 tested, 0.76% active | AID 588856; further: some results filed as inactive show a strong effect at the top dose
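CellTiter-Glo luminescence gave cytotoxicity after 18 hours at 37 degrees C. The cells were HepG2 CAGA-GFP in 1% FBS DMEM, stimulated with 500 pg/mL TGF-beta after compound addition. %Activity was normalised to no-cell wells (complete cell-killing) and DMSO (no toxicity), and curves were fitted and classified.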
A549 tox = counter-screen for Nrf2 inhibitors: cytotoxicity in A549 cells; A549 ARE-Fluc cells, CellTiter-Fluor viability, 18-24 h; Potency, µM (top dose mostly 46 µM), without a hit: at the top dose activity change, negative = cytotoxicity, most hits filed as inhibitors; 390,000 tested, 0.16% active; AID 504648; further: on the % scale 0 is the no-effect control and ±100 the full control effect
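A549 ARE_Fluc cells in 5% FBS OPTI-MEM were exposed to compounds in concentration-response for 18-24 h at 37 deg C. Viability was read by CellTiter-Fluor fluorescence (Ex 405/Em 525) after 30 min, before the luciferase read.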
TGFb SMAD3 inh = TGF-b pathway inhibition | HepG2 CAGA-GFP TGF-b/SMAD3 reporter, GFP fluorescence, 18 h; TGF-beta stimulated, 500 pg/mL final | Potency, µM (doses to about 46.1 µM), without a hit: at the top dose activity, negative = inhibition, most hits filed as inhibitors | 410,000 tested, 1.2% active; further: on the % scale 0 is the no-effect control and ±100 the full control effect; nearly all actives have a fitted effect of over 65% in size
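First, reporter cells (HEPG2 CAGA-GFP) rested 2 h at 37 degrees C. Next, compounds were pinned in and TGF-beta added to 500 pg/mL final. After 18 h, GFP was imaged per cell and summed per well.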
EPAC2 antagonist = blocks human EPAC2 exchange factor | Q8WZA2 | EPAC2 GEF exchange of Rap1B-BODIPY-GDP, fluorescence | Potency, µM (highest dose often 114 µM), for the others: at the highest dose activity, negative = inhibition, most hits filed as inhibitors | 360,000 tested, 0.18% active; further: on the % scale 0 is the no-effect control and ±100 the full control effect; nearly all actives have a fitted effect of over 45% in size; many of its hits are not listed in these tables
Target sequence (Q8WZA2 whole entry, looked up): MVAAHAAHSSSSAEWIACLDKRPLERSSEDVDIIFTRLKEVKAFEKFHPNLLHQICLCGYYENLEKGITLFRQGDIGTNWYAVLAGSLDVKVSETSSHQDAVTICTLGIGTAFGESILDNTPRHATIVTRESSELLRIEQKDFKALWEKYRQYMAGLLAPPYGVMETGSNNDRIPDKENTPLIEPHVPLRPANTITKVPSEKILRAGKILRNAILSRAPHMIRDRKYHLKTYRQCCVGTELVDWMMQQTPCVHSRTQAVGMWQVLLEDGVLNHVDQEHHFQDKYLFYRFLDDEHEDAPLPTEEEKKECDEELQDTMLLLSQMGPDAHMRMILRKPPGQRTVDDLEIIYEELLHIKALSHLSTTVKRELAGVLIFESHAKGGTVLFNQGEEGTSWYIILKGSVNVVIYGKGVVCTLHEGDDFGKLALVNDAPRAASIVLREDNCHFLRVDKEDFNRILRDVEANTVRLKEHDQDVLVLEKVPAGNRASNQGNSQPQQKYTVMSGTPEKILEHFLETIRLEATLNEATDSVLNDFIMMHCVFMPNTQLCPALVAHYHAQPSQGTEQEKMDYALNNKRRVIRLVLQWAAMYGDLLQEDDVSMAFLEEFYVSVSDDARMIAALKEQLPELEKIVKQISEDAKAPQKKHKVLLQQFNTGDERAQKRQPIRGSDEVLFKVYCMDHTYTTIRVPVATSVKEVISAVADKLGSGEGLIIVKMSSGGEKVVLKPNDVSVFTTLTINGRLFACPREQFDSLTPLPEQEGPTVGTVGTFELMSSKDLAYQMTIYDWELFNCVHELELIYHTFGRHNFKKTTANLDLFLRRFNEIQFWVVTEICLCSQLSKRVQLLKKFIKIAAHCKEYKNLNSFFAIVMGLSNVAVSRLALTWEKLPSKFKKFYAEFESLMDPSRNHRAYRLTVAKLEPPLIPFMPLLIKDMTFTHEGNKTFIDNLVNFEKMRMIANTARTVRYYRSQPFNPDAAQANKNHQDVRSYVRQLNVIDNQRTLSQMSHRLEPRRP
MCF10A rereplic = inducers of DNA re-replication in MCF 10A breast cells | MCF 10A DNA re-replication, Hoechst nuclear intensity, 48 h | Potency, µM (series often up to 46.1 µM), for inactives: at the top dose activity, positive = re-replication, actives largely listed as activators | AID 624296 | 350,000 tested, 2.9% active; further: % of control where 0% means no effect; nearly all actives have a fitted effect of over 50% in size
ATXN2 expr inh = reduces ATXN2 reporter expression in HEK-293 cells; 360,000 tested, 0.72% active; Potency, µM (highest dose often 57 µM), inactives show at the highest dose activity change, negative = inhibition, most hits filed as inhibitors; HEK-293 ATXN2-luciferase reporter, luminescence, 24 h; further: on the % scale 0 is the no-effect control and ±100 the full control effect; nearly all actives have a fitted effect of over 55% in size
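qHTS (up to 57 uM final) was run with 24 h compound exposure of reporter cells at 37 °C. Each well was multiplexed: SteadyGlo luminescence measured ATXN2-luciferase expression after a fluorogenic Gly-Phe-AFC viability readout (25 uM final).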
Nrf2 block = Nrf2 pathway inhibition | A549 ARE-Fluc reporter, luciferase luminescence, 18-24 h | Potency, µM (series often up to 46 µM), for the others: top-dose activity change, negative = inhibition, hits mostly inhibitors | 360,000 tested, 2.1% active | AID 504444; further: on the % scale 0 is the no-effect control and ±100 the full control effect; nearly all actives have a fitted effect of over 60% in size
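Concentration-response testing used A549 ARE_Fluc cells at 5000 cells/well. Following an 18-24 h compound incubation, viability was read by fluorescence (Ex 405/Em 525) and luciferase output by luminescence.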
Nrf2 ARE act = activators of Nrf2 (ARE) signaling; 410,000 tested, 0.31% active; AREc32 ARE-luciferase reporter (MCF7-derived line), luminescence, 24 h; Potency, µM (doses to about 46.1 µM), for inactives: at the highest dose activation, hits mostly activators; AID 624171; further: % of control where 0% means no effect; nearly all actives have a fitted effect of over 65% in size
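Nrf2 activation is followed as ARE-luciferase induction in the AREc32 line after one day of compound treatment; luminescence is read with Steady-Glo.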
The depositor's hits bear a star; i = inactive; ? = inconclusive; . = not tested or not shown; [ ] = another dose, or the depositor's remark. The call rests on the fitted dose curve; in most records, active means well fitted curve in the direction sought with a large enough effect; inconclusive means small, poorly fitted or top-dose-only effect, or another doubt; inactive means no such curve, though single readings can be large; an effect the other way counts as inactive or inconclusive. Potency means the concentration at half of the fitted maximal effect. A portion of the library; rates above refer to the full screens.

SMILES	ATXN viability	HepG2 tox	A549 tox	TGFb SMAD3 inh	EPAC2 antagonist	MCF10A rereplic	ATXN2 expr inh	Nrf2 block	Nrf2 ARE act
CCCCn1c(N)c(N(CCOC)C(=O)CC(NC(=O)c2ccccc2)c2ccccc2)c(=O)[nH]c1=O (configuration not stated)	i	3%	-3%	34%[activator]	17%	0%	0%	1%	0.2%
Cc1cc(C(=O)N2CCN(Cc3ccc4c(c3)OCO4)CC2)on1	i	-18%	3%	-5%	-6%	15%	2%	12%	-1.2%
Cc1ccc(-c2onc(C)c2C)cc1S(=O)(=O)NCc1ccc(N(C)C)cc1	.	-2%	-18%	-19%	.	.	.	?	-0.2%
COc1cc(/C=N/Nc2cccc3cccnc23)cc(OC)c1O	?	-24%	-12%	-5%	19%	?	.	13%	?
CC(C)CC(=O)NCc1ccc2[nH]c3c(c2c1)CCCC3	?	-5%	6%	-2%	-2%	3%	.	4%	-0.1%
CCOc1ccc(OCC)c(NC(=O)CN(C)S(=O)(=O)c2ccc3nc(C)sc3c2)c1	i	-2%	2%	?	-8%	21µM*	-16%	?	0.7%
COc1ccc(CCNC(=O)c2ccco2)cc1	i	11%	12%	-3%	-2%	20%	22%	?	-0.9%
O=C(CCCn1c(=S)[nH]c2ccccc2c1=O)NCCSCc1ccccc1	i	-16%	3%	-25%	-4%	12%	-29%	?	0.3%
CCOc1ccc(N(CC(=O)Nc2ccc(C)c(C)c2)S(C)(=O)=O)cc1	?	-23%	-7%	-3%	-2%	?	49%[activator]	?	5.9%
Cc1ccc2oc(=O)c3cnn(CC(=O)N(Cc4ccco4)C4CCCCC4)c3c2c1	?	-2%	4%	4%	-16%	1%	-17%	0%	0.1%
O=C(c1ccccc1F)N1CCN(CC2CC3C=CC2C3)CC1 (configuration not stated)	i	8%	-5%	19%	-3%	-3%	-8%	10%	0.1%
CCOC(=O)Cc1csc(SCC(=O)Nc2ccc(C)cc2F)n1	i	-2%	-9%	0%	5%	3%	-9%	2%	-0.6%
Cc1ccc(C)c(N(C(=O)Cn2nnc3ccccc32)C(C(=O)NCc2ccco2)c2ccncc2)c1 (configuration not stated)	i	-10%	2%	3%	-1%	15%	4%	.	-0.8%
S=c1[nH]c2cc(Cl)c3cccnc3c2o1	i	-10%	5%	6%	-17%	-23%	-14%	-1%	11%
CN(C)c1cc2c(cc1NC(=O)c1ccc(F)cc1)n(C)c(=O)n2C	.	-5%	11%	-11%	.	.	.	-12%	5.1%
CCc1ccc([C@H]2[C@@H]3C(=O)C[C@@H]4C(=O)N(C5CCCCC5)C(=O)[C@@H]4[C@@H]3CN2S(=O)(=O)c2ccc(C)cc2)cc1	i	-2%	.	-16%	0%	.	18%	.	-1.3%
OCOCCCn1c(C2CCCN2c2nc(-c3ccc(F)cc3)cs2)nc2cc(Cl)c(N3CCCCC3)cc21 (configuration not stated)	?	-16%	-7%	?	-1%	2%	-37%	?	0.5%
CC(=O)Nc1ccc(S(=O)(=O)NNC(=O)c2ccc(S(=O)(=O)N3CCCCC3)cc2)cc1	i	3%	2%	0%	0%	-4%	2%	-1%	-0.8%
CCOc1ccc(NC(=S)N2CCN(S(=O)(=O)c3ccccc3)CC2)cc1	?	-5%	12%	-10%	-7%	-4%	-7%	4%	1.9%
O=S1(=O)CC(N2CCCC2)CN1C1CCCC1 (configuration not stated)	i	-5%	.	-5%	-4%	.	9%	.	0.4%

One compound at a time (already shown):
`S=c1[nH]c2cc(Cl)c3cccnc3c2o1` across the screens: ATXN viability = i; HepG2 tox = -10%; A549 tox = 5%; TGFb SMAD3 inh = 6%; EPAC2 antagonist = -17%; MCF10A rereplic = -23%; ATXN2 expr inh = -14%; Nrf2 block = -1%; Nrf2 ARE act = 11%
`CCOc1ccc(N(CC(=O)Nc2ccc(C)c(C)c2)S(C)(=O)=O)cc1` across the screens: ATXN viability = ?; HepG2 tox = -23%; A549 tox = -7%; TGFb SMAD3 inh = -3%; EPAC2 antagonist = -2%; MCF10A rereplic = ?; ATXN2 expr inh = 49%[activator]; Nrf2 block = ?; Nrf2 ARE act = 5.9%

Continued:
SMILES	ATXN viability	HepG2 tox	A549 tox	TGFb SMAD3 inh	EPAC2 antagonist	MCF10A rereplic	ATXN2 expr inh	Nrf2 block	Nrf2 ARE act
O=C(c1cccc(S(=O)(=O)N2CCCCC2)c1)N1CCN(S(=O)(=O)c2ccc(F)cc2)CC1	i	-1%	3%	6%	3%	5%	0%	-12%	0.2%
Cc1nnc(-c2ccc(Cl)cc2)nc1NCCN(C)C	i	9%	4%	1%	5%	-9%	-2%[11.3 µM]	?	-0.3%
CCCC(=O)N1CCOCC1c1cc(C(=O)Nc2ccccc2)no1 (configuration not stated)	i	-6%	.	22%	-3%	.	20%	.	-0.7%
CCCNC(=O)CCc1c(C)nc2nc(C)nn2c1C	i	24%	5%	7%	0%	-1%	-18%[11.3 µM]	-21%	-0.5%
COc1ccc(CCNC(=O)c2ccc(=O)[nH]c2)cc1OC	i	-3%	3%	2%	15%	-10%	8%	3%	2.4%
COc1ccc(NC(=O)C(=O)N/N=C(\C)CC(=O)Nc2ccccn2)c(OC)c1	i	3%	-1%	-6%	4%	?	-11%	10%	1.7%
Cc1cc(NC(=O)c2ccc(COc3ccc(Cl)c(C)c3)o2)no1	i	-2%	-16%	0%	-4%	3%	-6%	-10%	2.0%
O=C(CCCCCN1C(=O)c2cccc3cccc(c23)C1=O)NCc1cccnc1	i	32%	-2%	-2%	-4%	?	-20%	-21%	4.2%
Cc1ccccc1-c1n[nH]c(=S)n1/N=C/C=C/c1ccco1	i	-47%	-4%	-12%	6%	?	-18%	?	13µM*
COc1cc2nc(Cl)nc(N3CCOCC3)c2cc1OC	i	-18%	1%	?	-8%	6%	22%	-16%	-0.3%
CCN(CC)S(=O)(=O)c1cc(NC(=O)CCCOc2ccc(C(C)=O)cc2)ccc1C	i	-7%	-6%	0%	-13%	16%	-23%	?	3.9%
CC1(C)CC(N(Cc2cccs2)C(=O)c2ccco2)CCO1 (configuration not stated)	i	-1%	10%	-3%	8%	1%	1%	0%	-0.1%
O=C(COC(=O)C1=Cc2ccccc2OC1)NCc1ccc(F)cc1	i	-6%	-17%	1%	2%	-11%	6%	-1%	2.8%
Cn1cc(Br)c(NS(=O)(=O)c2ccc(Cl)s2)n1	i	-9%	-12%	-14%	8%	-1%	.	-12%	-0.3%
COC(=O)c1scc(C)c1N/N=C(\C)c1ccc(F)cc1F	i	-20%	-5%	2%	0%	?	-7%	5%	23%
CCCCS(=O)CC(COCc1ccccc1)OC(=O)CSc1nc(C)cc(C)n1 (configuration not stated)	i	2%	2%	9%	20%	-1%	1%	24%	-0.2%
CC(=O)CSc1ncnc2nc[nH]c12	i	-8%	-6%	1%	14%	?	-7%	5%	-0.5%
CC(OC(=O)/C=C/c1cccs1)C(=O)Nc1ccc(C(N)=O)cc1 (configuration not stated)	i	2%	2%	0%	16%	-5%	-6%	7%	12%
O=C(CNc1ccccc1F)Nc1cccc(S(=O)(=O)N2CCCCC2)c1	i	-1%	-17%	-11%	-12%	50%	-8%	?	0.2%
CCN(CC)C(=O)C1CCCN(Cc2ccc(OC)c(C)c2)C1 (configuration not stated)	i	-16%	0%	3%	-5%	-91%[0.0737 µM]	-10%	9%	-0.1%
O=C1COc2ccc(-c3cc(-c4ccc(F)cc4)c4c(n3)-c3cc(Cl)ccc3OC4)cc2N1	i	1%	0%	3%	.	.	-1%	0%	0.0%
CCC1CCCCN1CCCNC(=O)C1CCC(=O)N1Cc1ccc(C)cc1 (configuration not stated)	i	0%	-11%	21%	-5%	-2%	-6%	-3%	-1.0%
O=C1Nc2cnc(Cl)nc2Nc2ccccc21	i	4%	.	-15%	3%	.	0%	.	5.6%
COc1cc2c(cc1OC)C(c1ccc([N+](=O)[O-])cc1)N(C(C)=O)CC2 (configuration not stated)	i	-14%	0%	-4%	-10%	3%	2%	-15%	-0.1%
O=C(NCc1ccco1)c1c(Cl)cccc1Cl	i	8%	.	-4%	-11%	.	.	.	0.1%
COCCCNc1nc2c(c(=O)[nH]c(=O)n2C)n1CC(O)COc1ccccc1C (configuration not stated)	i	4%	-3%	-11%	1%	1%	-2%	-25%	0.0%
CCn1nnc(NC(=O)c2ccco2)n1	i	5%	-2%	-1%	0%	-3%	8%	21%	4.0%
CCn1ccnc1CN(C)C(=O)C1CCC(=O)N(Cc2cccc(C(F)(F)F)c2)C1 (configuration not stated)	i	-91%	6%	6%	2%	24%	-11%	0%	0.1%
Cc1cc([N+](=O)[O-])nn1CC(=O)Nc1nc2ccccc2s1	i	-1%	1%	-10%	6%	1%	0%	-11%	2.4%
Cc1ccc(OCC(=O)Nc2ccc3nc(SCC(N)=O)sc3c2)cc1	?	-7%	3%	?	.	.	-11%	-7%	4.6%
CCNc1nc(C#N)nc(N2CCOCC2)n1	.	-22%	-7%	0%	.	.	.	16µM*	.
O=S(=O)(c1ccc2ccccc2c1)n1cccn1	i	-1%	0%	-12%	-7%	-2%	2%	-10%	-0.2%
Cc1ccc(C)c(C(O)c2ncc(-c3cccc4ccccc34)[nH]2)c1 (configuration not stated)	i	-38%	.	-29%	-19%	.	12%	.	0.9%
O=[N+]([O-])c1cccc(S(=O)(=O)N2CCC(c3nc(-c4ccncc4)no3)CC2)c1	i	3%	-4%	28%	10%	15%	-6%	2%	0.2%
CC1CCCCN1c1c(S(=O)(=O)c2ccc(Cl)cc2)cnc2ccccc12 (configuration not stated)	i	-19%	1%	?	.	.	-20%	?	8.9%
O=C(O)/C=C/C(=O)Nc1ccc(-n2nccc2C(F)(F)F)cc1	i	-11%	-6%	12%	1%	?	11%	-10%	0.3%
Cc1noc(C)c1NC(=O)N(C)C[C@@H]1OCc2cnnn2CCCC(=O)N([C@@H](C)CO)C[C@@H]1C	i	-31%	.	-7%	0%	.	2%	.	0.2%
O=C(NCc1cccnc1)C1CCN(S(=O)(=O)c2cc(Cl)ccc2Cl)CC1	i	-16%	2%	-5%	-1%	-22%	22%	-18%	2.9%
